Screening data from PubChem.
ALDH1A1 inh = inhibitors of human aldehyde dehydrogenase 1A1 | Purified ALDH1A1, NADH fluorescence, propionaldehyde substrate | Potency, µM (doses to about 75.3 µM), for the others: at the top dose activity, negative = inhibition, actives largely listed as inhibitors | 220,000 compounds, 7.3% hits; active = well fitted inhibition curve with a large enough effect, not every such curve was filed as active; inconclusive = small, poorly fitted or top-dose-only effect, or another doubt; inactive = no such curve, though single readings can be large or run the other way;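 also: plate controls were no enzyme wells and a reference inhibitor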
L3MBTL1 inh = inhibitors of human L3MBTL1; Q9Y468; AlphaScreen L3MBTL1–H3K9me1 peptide binding; Potency, µM (series often up to 57.1 µM), without a hit: at the highest dose activity, negative = inhibition, usual class: inhibitors; 230,000 compounds, 0.66% hits; AID 485360; also: % is scaled to controls: 0 for no effect and ±100 for the full control effect; nearly all actives have a fitted effect of over 60% in size
Target sequence (Q9Y468 whole entry, looked up): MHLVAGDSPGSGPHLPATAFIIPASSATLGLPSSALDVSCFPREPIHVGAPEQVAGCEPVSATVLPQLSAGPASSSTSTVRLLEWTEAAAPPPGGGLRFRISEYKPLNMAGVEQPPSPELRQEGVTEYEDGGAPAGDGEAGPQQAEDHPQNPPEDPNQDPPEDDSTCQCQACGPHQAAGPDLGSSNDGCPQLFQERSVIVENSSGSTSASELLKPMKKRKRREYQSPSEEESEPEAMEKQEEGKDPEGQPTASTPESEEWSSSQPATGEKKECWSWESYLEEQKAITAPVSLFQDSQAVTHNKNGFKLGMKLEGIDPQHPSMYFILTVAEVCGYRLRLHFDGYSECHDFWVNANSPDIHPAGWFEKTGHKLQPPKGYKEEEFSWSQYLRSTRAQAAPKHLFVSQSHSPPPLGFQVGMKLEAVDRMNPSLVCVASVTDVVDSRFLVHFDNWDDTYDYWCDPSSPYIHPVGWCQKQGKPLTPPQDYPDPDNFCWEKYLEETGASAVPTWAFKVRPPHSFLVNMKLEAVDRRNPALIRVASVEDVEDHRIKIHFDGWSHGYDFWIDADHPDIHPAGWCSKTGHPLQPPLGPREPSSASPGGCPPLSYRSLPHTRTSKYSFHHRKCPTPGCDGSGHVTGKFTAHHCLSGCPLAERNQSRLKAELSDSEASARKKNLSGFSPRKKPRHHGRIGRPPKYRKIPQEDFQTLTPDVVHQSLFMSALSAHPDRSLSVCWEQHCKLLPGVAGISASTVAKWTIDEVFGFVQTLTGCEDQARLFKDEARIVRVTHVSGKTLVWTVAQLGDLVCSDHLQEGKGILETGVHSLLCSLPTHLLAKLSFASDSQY
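L3MBTL1 50 nM + b-AHA-H3(1-15)K9me1 75 nM, 30 min RT; compound added, 30 min RT; streptavidin donor/Ni-chelate acceptor beads 10 ug/mL each final, 30 min RT dark; AlphaScreen read.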
Luc counter = counter-screen: inhibitors of Kinase-Glo firefly luciferase | Q27757 | Kinase-Glo luciferase, ATP luminescence, 8 min | Potency, µM (highest dose often 38.3 µM), inactives show top-dose activity change, negative = inhibition, most hits filed as inhibitors | 200,000 compounds, 0.28% hits | AID 1379; also: % is scaled to controls: 0 for no effect and ±100 for the full control effect; nearly all actives have a fitted effect of over 60% in size
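Compound is pinned into ATP-containing buffer (10 uM ATP, imidazole pH 7.2, 7 mM MgCl2). Kinase-Glo luciferase reagent is then added. Light output is recorded following an 8-min room-temperature incubation.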
KDM4E inh = JMJD2E (human) inhibition; JMJD2E catalytic domain, FDH-coupled NADH fluorescence (FDH is formaldehyde dehydrogenase); Potency, µM (doses to about 57.1 µM), for the others: at the top dose activity change, negative = inhibition, hits mostly inhibitors; 230,000 compounds, 1.6% hits; AID 2147; active = well fitted inhibition curve with a large enough effect, not every such curve was filed as active; inconclusive = small, poorly fitted or top-dose-only effect, or another doubt; inactive = no such curve, though single readings can be large or run the other way;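 also: 0% = wells with enzyme and -100% = buffer wells without enzyme; nearly all actives have a fitted effect of over 50% in size; many of its hits are not listed in these tables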
Tau ThT inhib = inhibitors of human tau fibril formation, thioflavin T binding; Potency, µM (titrated, usually from 57.4 µM), inactives show top-dose activity, negative = inhibition, most hits filed as inhibitors; P10636; AID 1460; 270,000 compounds, 2.1% hits; recombinant tau K18 P301L (four-repeat tau fragment), heparin-induced fibrillization, ThT fluorescence; also: % is scaled to controls: 0 for no effect and ±100 for the full control effect; nearly all actives have a fitted effect of over 55% in size
Target sequence (P10636 561-689 P618L limits assumed): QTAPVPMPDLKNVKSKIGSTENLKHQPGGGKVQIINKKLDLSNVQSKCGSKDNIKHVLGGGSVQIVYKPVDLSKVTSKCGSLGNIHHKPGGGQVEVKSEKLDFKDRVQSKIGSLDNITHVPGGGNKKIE
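Heparin-induced fibrillization of the P301L-mutant K18 repeat-domain fragment of human tau was followed by ThT binding in quantitative high-throughput format.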
RECQ1 inh = inhibitors of human RECQ1 DNA helicase; RECQ1 DNA unwinding, red fluorescence kinetic read; Potency, µM (top dose mostly 57.3 µM), inactives show at the highest dose activity, negative = inhibition, actives largely listed as inhibitors; 240,000 compounds, 0.54% hits; AID 2549;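 also: plate controls were vehicle for no effect and no enzyme for full effect; nearly all actives have a fitted effect of over 30% in size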
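RECQ1T1 50 nM; forked duplex (20 bp + 30-nt ss tails) 200 nM, ATP 2 mM final; pH 8.0, 2 mM MgCl2, 2.5 ug/ml poly(dI-dC); 15 min compound preincubation; discontinuous kinetic read over 2 h at RT.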
SMN2 splice enh = SMN2 splice variant enhancement | AID 1458 | 210,000 compounds, 2.8% hits | Potency, µM (series often up to 46.1 µM), inactives show top-dose activity change, positive = activation, most hits filed as activators | HEK293 SMN2-luciferase splicing reporter, luminescence, 30-36 h; also: % of control where 0% means no effect; nearly all actives have a fitted effect of over 55% in size
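qHTS luciferase splicing reporter: luminescence rises when SMN2 exon 7 is included in transfected HEK293 cells. Compound exposure lasted 30-36 h at 37C, with 4.5 mM final sodium butyrate as control, followed by a ONE-Glo read.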
LMNA splice mod = LMNA splicing modulation; AID 1487; Potency, µM (doses to about 46.1 µM), inactives show top-dose ratio change, negative = inhibition, actives largely listed as inhibitors; HeLa LMNA splicing GFP/RFP minigene ratio, 48 h; 200,000 compounds, 0.01% hits; active = well fitted inhibition curve with a large enough effect in the signal ratio, with a control signal flat, not every such curve was filed as active; inconclusive = small, poorly fitted or top-dose-only effect, or effect the other way, or a change in a side signal; the % refers to the signal ratio; also: % is scaled to controls: 0 for no effect and ±100 for the full control effect
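S3 HeLa cells stably expressing lamin A-EGFP splicing minigene plus DsRed2, 600 cells/well, 48 h compound exposure at 37C. Laser-scanning cytometry; analysed as GFP (500-530 nm)/RFP (575-640 nm) total intensity ratio; 0.5% DMSO vehicle.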
Starred values were filed as active, the others as inactive; i = inactive; ? = inconclusive; · = no result given; [ ] = dose if it differs, or a comment. Unless noted, calls follow the shape of the dose curve; as a rule, active = well fitted curve in the direction sought with a large enough effect; inconclusive = small, poorly fitted or top-dose-only effect, or another doubt; inactive = no such curve, though single readings can be large; an effect the other way counts as inactive or inconclusive. Potency is read from the fitted curve at half-maximal effect.

nr	canonical_smiles	RECQ1 inh	SMN2 splice enh	Tau ThT inhib	LMNA splice mod	Luc counter	L3MBTL1 inh	ALDH1A1 inh	KDM4E inh
1	Cc1[nH]c2ccccc2c1CCNC(=O)CCC(=O)c1ccccc1	19%	10%	?	7%[46 µM]	1%	-17%	-3%	-5%
2	Cc1cccc(C(=O)NC(C(=O)Nc2nc(-c3ccccn3)cs2)C(C)C)c1 (stereo unspecified)	-6%	-54%[inhibitor]	-5%	·	1%	-6%	3%	-2%
3	O=C(COc1ccc(-n2cnnn2)cc1)NCCc1ccc(F)cc1	-3%	-15%	?	?	3%	5%	9%	-5%
4	CC(C)(C)N1CC2([N+](=O)[O-])CN(C(C)(C)C)CC([N+](=O)[O-])(C1)C2	-1%	6%	-16%	?	-1%	-1%	7%	-3%
5	O=C(CN(c1ccccc1)S(=O)(=O)c1ccccc1)N1CCOCC1	i	-8%	-7%	16%[46 µM]	-5%	2%	5%	15%
6	Cn1c(-c2ccccc2)cnc1SCC(=O)N1CCCc2ccccc21	-1%	-14%[1.84 µM]	5%	-6%	1%	-7%	10µM*	2%
7	Cc1cccc2c1N(C(=O)c1ccco1)C(C)(C)c1ssc(=S)c1-2	-7%	-21%	?	0%[0.0737 µM]	1%	-8%	0%	-7%
8	Cc1cc(/C=C(\C#N)C(=O)NCc2ccco2)c(C)n1-c1cccnc1	-13%	·	-3%	·	·	-13%	·	4%
9	Cc1cccc(Cc2nnc(CCC(=O)N(CC3CC3)CC3CCCO3)o2)c1 (stereo unspecified)	i	·	-4%	·	1%	10%	8%	12%
10	Cc1nnsc1C(=O)Nc1cccc(Cl)c1Cl	-1%	0%	-3%	12%	-3%	-2%	5%	11%
11	COc1ccccc1NC(=O)C(=O)N/N=C/c1ccc([N+](=O)[O-])s1	18%	1%	?	·	0%	-16%	3%	-6%
12	CCn1c(SCc2nc(-c3ccc(OC)c(OC)c3)no2)nnc1-c1cccs1	-15%	-26%	-10%	?	2%	1%	-9%	-4%
13	CC1SC(c2ccc(F)cc2)NC1=O (stereo unspecified)	i	-11%	-5%	7%[46 µM]	2%	1%	2%	1%
14	O=S(Cc1cc(Sc2ccccc2)nc(-c2ccccc2)n1)c1ccccc1 (stereo unspecified)	-2%	?	?	?	-4%	·	-12%	-3%
15	CN1CCN(C(=O)c2c(O)c3cccc4c3n(c2=O)CC4)CC1	i	-3%	-2%	4%	1%	4%	3%	?
16	COc1ccccc1CN1C(=O)CCC1(C)C(=O)NCc1cccnc1 (stereo unspecified)	11%	-7%	-14%	-5%	2%	-11%	?	1%
17	CCC(C(=O)O)n1nc(-c2ccccc2)c2cc(Cl)ccc21 (stereo unspecified)	0%	-8%	-3%	3%[46 µM]	-3%	-5%	-12%	?
18	CC(C)CNC(=O)CC1Nc2ccccc2NC1=O (stereo unspecified)	i	3%	-16%	8%[46 µM]	1%	-2%	?	?
19	COc1ccc(CC(=O)N2CCCC(CNC(=O)c3ccccc3Cl)C2)cc1 (stereo unspecified)	-2%	·	-7%	6%[46 µM]	-1%	-7%	?	-5%
20	CCN(Cc1ccncc1)C(=O)CCc1nnc(CCc2ccc(OC)cc2)o1	-5%	·	-6%	?	-3%	12%	3%	7%
21	O=C(O)CCNC(=O)c1ccc(Br)o1	i	-4%	6%	?	0%	48%[activator]	3%	-4%
22	CCCC(c1nnnn1Cc1ccc(OC)cc1)N1CCN(c2ccccc2OC)CC1 (stereo unspecified)	-19%	-40%[inhibitor]	-12%	-20%	1%	·	-2%	1%
23	Cc1nn(C)c(Cl)c1C(N)=O	i	0%	14%	·	-1%	4%	-5%	1%
24	COc1ccc2[nH]c(=O)c(CN(C)C(=O)c3ccncc3)cc2c1	i	4%	-9%	4%	18%	·	?	?
25	CCCn1c(SCC(=O)N2CCN(c3ccc(OC)cc3)CC2)nc2c1c(=O)n(C)c(=O)n2C	-4%	-39%[inhibitor]	-14%	?	-5%	-3%	?	-2%

Filtered by structure, those above with an aryl methoxy group.
nr	canonical_smiles	RECQ1 inh	SMN2 splice enh	Tau ThT inhib	LMNA splice mod	Luc counter	L3MBTL1 inh	ALDH1A1 inh	KDM4E inh
11	COc1ccccc1NC(=O)C(=O)N/N=C/c1ccc([N+](=O)[O-])s1	18%	1%	?	·	0%	-16%	3%	-6%
12	CCn1c(SCc2nc(-c3ccc(OC)c(OC)c3)no2)nnc1-c1cccs1	-15%	-26%	-10%	?	2%	1%	-9%	-4%
16	COc1ccccc1CN1C(=O)CCC1(C)C(=O)NCc1cccnc1 (stereo unspecified)	11%	-7%	-14%	-5%	2%	-11%	?	1%
19	COc1ccc(CC(=O)N2CCCC(CNC(=O)c3ccccc3Cl)C2)cc1 (stereo unspecified)	-2%	·	-7%	6%[46 µM]	-1%	-7%	?	-5%
20	CCN(Cc1ccncc1)C(=O)CCc1nnc(CCc2ccc(OC)cc2)o1	-5%	·	-6%	?	-3%	12%	3%	7%
22	CCCC(c1nnnn1Cc1ccc(OC)cc1)N1CCN(c2ccccc2OC)CC1 (stereo unspecified)	-19%	-40%[inhibitor]	-12%	-20%	1%	·	-2%	1%
24	COc1ccc2[nH]c(=O)c(CN(C)C(=O)c3ccncc3)cc2c1	i	4%	-9%	4%	18%	·	?	?
25	CCCn1c(SCC(=O)N2CCN(c3ccc(OC)cc3)CC2)nc2c1c(=O)n(C)c(=O)n2C	-4%	-39%[inhibitor]	-14%	?	-5%	-3%	?	-2%

(cont.)
nr	canonical_smiles	RECQ1 inh	SMN2 splice enh	Tau ThT inhib	LMNA splice mod	Luc counter	L3MBTL1 inh	ALDH1A1 inh	KDM4E inh
26	O=C(CCN1CCN(C(c2ccccc2)c2ccccc2)CC1)N/N=C/c1ccc(O)cc1O	-5%	9%	-16%	?	-2%	-15%	9%	?
27	Cc1ccccc1N(CC(=O)NC1CCCC1)C(=O)CS(=O)CC(=O)Nc1ccc2c(c1)OCO2 (stereo unspecified)	i	16%	-10%	-1%	-5%	-6%	1%	-1%
28	CC(=O)c1ccc(OC(=O)C2c3ccccc3Oc3ccccc32)cc1	-11%	1%	-16%	3%	7%	6%	-8%	2%
29	COc1ccc(/C(N)=N/OC(=O)N2CCOCC2)cc1	i	·	0%	?	1%	4%	16%	-3%
30	COc1ccc(C2CC(c3cccs3)=NN2C(=O)CN2CCCCC2)cc1 (stereo unspecified)	3%	-2%	-8%	?	-1%	-12%	7%	-28%
31	Cc1ccc(S(=O)(=O)N2CCOCC2)cc1NC(=O)CSc1nnc2cc(C)c3ccccc3n12	-5%	-37%[inhibitor]	-3%	-1%	-2%	2%	-13%	-22%
32	CC(=O)Cc1nsc(NC(=O)c2cc(-c3ccc(Cl)c(Cl)c3)oc2C)n1	i	-5%	-8%	8%	0%	0%	-8%	-11%
33	CN(C)/C=N/c1c(C#N)nnn1Cc1ccccc1	-2%	-28%	-6%	3%	-5%	-4%	?	3%
34	COc1ccc(-n2c(=O)[nH]cc(C(=O)Nc3ccc(NC(C)=O)cc3)c2=O)cc1	-3%	-6%	-9%	9%	1%	7%	2%	-2%
35	Cc1ccc(-n2c(-c3ccccc3)cc(=O)nc2C)cc1	-11%	-11%	-5%	6%	-1%	6%	-3%	-4%
36	Cc1ccccc1Nc1nnc(SCC(=O)NC(=O)Nc2ccc3c(c2)OCCO3)s1	-2%	?	?	-4%	-1%	1%	-2%	4%
37	CCS(=O)(=O)c1ccc2oc(SCC(=O)NCCc3ccc(OC)cc3)nc2c1	-1%	-23%	-10%	·	-1%	·	-3%	-7%
38	O=[N+]([O-])c1cccc(/C=N/Nc2nc(N3CCOCC3)nc(N3CCOCC3)n2)c1	i	5%	-9%	?	0%	5%	3%	3%
39	COc1cc(NC(=O)CS(=O)(=O)c2ccc(C)cc2)cc(OC)c1OC	-4%	-20%	2%	-6%	7%	-4%	4%	-1%
40	Cc1ccc(SCCNC(=O)CN2C(=O)c3ccccc3S2(=O)=O)cc1	-6%	?	-12%	1%	1%	-2%	?	2%
41	CCN1CCN(Cc2ccc(NC(=O)Nc3ccc(OC)cc3)cc2)CC1	i	19%	-2%	-9%	0%	-3%	8%	6%
42	CC(C)(C)NCc1cc2ccccc2[nH]c1=O	7%	1%	-6%	0%	5%	·	20µM*	?
43	S=C(Nc1ccccc1Cl)NC1CCN(Cc2ccccc2)CC1	4%	-21%	-7%	-8%	-1%	-2%	?	5%
44	O=C(Nc1nc2ccccc2c(=O)[nH]1)c1ccccc1SCc1ccccc1	18%	-1%	2%	?	-2%	3%	1%	-24%
45	Cc1nc2cc(C(=O)NCCN3CCOCC3)ccc2n1-c1ccc(F)cc1F	-11%	-19%	7%	13%	0%	1%	4%	-5%
46	CCc1cc2c3c(c1)C(C)CC(C)(C)N3C(=O)/C2=C1\SC(=O)NC1=O (stereo unspecified)	-6%	·	14µM*	·	·	?	·	2%
47	COc1ccc(C(C)=O)cc1CSc1ccccn1	15%	·	-4%	·	·	18%	?	-3%
48	CN(C)N=C1c2cc(S(=O)(=O)N3CCOCC3)ccc2-c2ccc(S(=O)(=O)N3CCOCC3)cc21	-17%	-3%	?	-3%	-2%	-7%	-8%	-11%
49	Cc1onc(-c2c(Cl)cccc2Cl)c1NC(=O)NC1CCSC1 (stereo unspecified)	-5%	·	-5%	·	·	-1%	·	2%

A portion of the library. The share of hits here may be higher or lower than overall.
